Screening data: PubChem, National Center for Advancing Translational Sciences (NCATS)
ATXN2 expr inh: reduces ATXN2 reporter expression in HEK-293 cells; HEK-293 ATXN2-luciferase reporter, luminescence, 24 h; Potency, µM (doses to about 57 µM), for the others: top-dose activity change, negative = inhibition, usual class: inhibitors; 0.72% of 360,000 active; note: potency is the fitted concentration of half-maximal effect; % is set by controls: 0 for no effect and ±100 for the full control effect; nearly all actives have a fitted effect of over 55% in size
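ATXN2-luciferase reporter cells (luciferase flanked by upstream and downstream ATXN2 gene portions) were treated 24 h at 37 °C with compounds at up to 57 uM. SteadyGlo luminescence gave expression; GF-AFC fluorescence gave viability.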
TGFb SMAD3 inh: TGF-b pathway inhibition | HepG2 CAGA-GFP TGF-b/SMAD3 reporter, GFP fluorescence, 18 h; TGF-beta stimulated, 500 pg/mL final | Potency, µM (doses to about 46.1 µM), inactives show top-dose activity, negative = inhibition, hits mostly inhibitors | 1.2% of 410,000 active | AID 588855; note: potency is the fitted concentration of half-maximal effect; % is set by controls: 0 for no effect and ±100 for the full control effect; nearly all actives have a fitted effect of over 65% in size
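Smad-responsive CAGA-GFP expression was quantified in HEPG2 cells exposed to compounds and 500 pg/mL final TGF-beta for 18 h at 37 degrees C; unstimulated wells defined full inhibition.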
HepG2 viability: kills HepG2 cells in TGF-b inhibitor counter-screen | HepG2 CAGA-GFP viability, ATP luminescence, 18 h | Potency, µM (highest dose often 46.1 µM), for the others: top-dose activity change, negative = cytotoxicity, usual class: cytotoxic | 0.76% of 410,000 active; note: potency is the fitted concentration of half-maximal effect; some results filed as inactive show a strong effect at the top dose
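HepG2 CAGA-GFP cells (1000/well, DMEM with 1% FBS) received compound, then TGF-beta at 500 pg/mL final, and were incubated 18 hours at 37 degrees C. Viability was read by CellTiter-Glo luminescence. Media-only wells were set as complete cell-killing and DMSO as no toxicity.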
ATXN viability: viability counter-screen for ATXN expression inhibitors. S2 cells (HEK-293 line with an ATXN2-luciferase reporter) viability, CellTiter-Fluor protease fluorescence, 24 h. Potency, µM (series often up to 56.7 µM), actives largely listed as cytotoxic. 0.49% of 400,000 active; note: potency is the fitted concentration of half-maximal effect; nearly all actives have a fitted effect of over 40% in size
EPAC2 ag: EPAC2 (human) agonism; EPAC2 activation, biochemical qHTS; response scale: 100% = 6.5 mM cAMP response; Q8WZA2; 0.079% of 360,000 active; Potency, µM (top dose mostly 154 µM), inactives show at the highest dose activation, hits mostly activators; AID 720711; note: potency is the fitted concentration of half-maximal effect; nearly all actives have a fitted effect of over 50% in size
Target sequence (Q8WZA2 whole entry, looked up): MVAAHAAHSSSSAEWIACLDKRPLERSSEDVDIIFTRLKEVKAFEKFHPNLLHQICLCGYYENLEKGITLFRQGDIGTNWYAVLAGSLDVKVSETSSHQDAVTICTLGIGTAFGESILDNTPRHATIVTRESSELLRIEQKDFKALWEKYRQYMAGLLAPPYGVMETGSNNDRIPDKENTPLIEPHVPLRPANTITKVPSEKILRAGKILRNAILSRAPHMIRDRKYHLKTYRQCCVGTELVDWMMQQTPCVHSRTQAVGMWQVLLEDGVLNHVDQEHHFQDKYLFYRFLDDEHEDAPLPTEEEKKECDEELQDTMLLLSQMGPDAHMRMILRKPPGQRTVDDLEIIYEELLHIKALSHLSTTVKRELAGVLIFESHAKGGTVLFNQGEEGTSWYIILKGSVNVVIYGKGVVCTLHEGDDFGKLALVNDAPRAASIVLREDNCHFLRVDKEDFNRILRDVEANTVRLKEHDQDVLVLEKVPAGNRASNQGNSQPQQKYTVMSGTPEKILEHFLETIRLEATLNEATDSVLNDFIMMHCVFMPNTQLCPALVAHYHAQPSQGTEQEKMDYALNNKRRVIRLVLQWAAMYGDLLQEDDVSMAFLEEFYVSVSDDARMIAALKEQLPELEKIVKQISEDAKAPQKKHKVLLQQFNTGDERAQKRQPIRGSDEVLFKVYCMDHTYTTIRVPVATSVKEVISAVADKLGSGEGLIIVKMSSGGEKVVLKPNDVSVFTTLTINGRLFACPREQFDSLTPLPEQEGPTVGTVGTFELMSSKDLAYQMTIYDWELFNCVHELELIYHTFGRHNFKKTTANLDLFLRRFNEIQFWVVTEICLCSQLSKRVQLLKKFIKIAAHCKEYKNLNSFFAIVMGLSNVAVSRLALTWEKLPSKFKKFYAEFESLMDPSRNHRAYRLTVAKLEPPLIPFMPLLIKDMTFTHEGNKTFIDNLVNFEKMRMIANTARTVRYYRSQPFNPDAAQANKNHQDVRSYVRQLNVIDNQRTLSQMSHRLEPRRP
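Fluorescence exchange assay: 100 nM EPAC2 with 250 nM RAP1B-BODIPY-GDP and 50 uM GDP; compounds tested as a concentration-titration series (qHTS). Loss of Rap1-bound BODIPY-GDP fluorescence read at 480/540 nm; data normalized to 6.5 mM cAMP.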
IL2 activator: IL-2 activation; IL-2 activation reporter assay, cell-based qHTS; stimulated with anti-CD3/CD4/CD28 beads; in transgenic mouse T cells; activation, % (series mostly up to about 46 µM); 0.065% of 360,000 active; AID 652025; in the data active = activation above about 50%; inconclusive = mostly about 30% to 49%; note: 0% is about no effect
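Using fluorescent plate cytometry, EGFP and DsRed are detected in transgenic mouse T cells stimulated 18 h at 37 degrees C with antibody-coated beads after 60 min compound pretreatment.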
A549 viability: counter-screen for Nrf2 inhibitors: cytotoxicity in A549 cells; A549 ARE-Fluc cells, CellTiter-Fluor viability, 18-24 h; AID 504648; Potency, µM (titrated, usually from 46 µM), without a hit: top-dose activity change, negative = cytotoxicity, hits mostly inhibitors; 0.16% of 390,000 active; note: potency is the fitted concentration of half-maximal effect; % is set by controls: 0 for no effect and ±100 for the full control effect
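Cytotoxicity counterscreen: CellTiter-Fluor fluorescence was measured in A549 ARE_Fluc cells after 18-24 h of compound exposure in a concentration series. The subsequent BugLite luminescent read reports ARE-luciferase activity.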
Nrf2 block: inhibitors of Nrf2 signaling; A549 ARE-Fluc reporter, luciferase luminescence, 18-24 h; AID 504444; Potency, µM (titrated, usually from 46 µM), for inactives: at the top dose activity change, negative = inhibition, usual class: inhibitors; 2.1% of 360,000 active; note: potency is the fitted concentration of half-maximal effect; % is set by controls: 0 for no effect and ±100 for the full control effect; nearly all actives have a fitted effect of over 60% in size
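Nrf2 function is reported as luminescence of an ARE-controlled luciferase in A549 cells. Compounds were tested at several concentrations, and a CellTiter-Fluor read on the same wells flagged cytotoxicity.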
Nrf2 ARE act: Nrf2 pathway activation. Potency, µM (top dose mostly 46.1 µM), inactives show top-dose activation, hits mostly activators. AID 624171. 0.31% of 410,000 active. AREc32 ARE-luciferase reporter (MCF7-derived line), luminescence, 24 h; note: potency is the fitted concentration of half-maximal effect; % of control where 0% means no effect; nearly all actives have a fitted effect of over 65% in size
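AREc32_Fluc, 1000 cells/well, OPTI-MEM + 5% FBS, o/n 37 deg C 5% CO2; 23 nL cpd by pin tool, 24 hr; Steady-Glo 30 min RT, luminescence.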
* hit, by the source's call; i = inactive; ? = inconclusive; . = not tested or not shown; [ ] = another dose, or the depositor's remark. Unless noted, calls come from the whole dose curve; as a rule, active = well fitted curve in the direction sought with a large enough effect; inconclusive = small, poorly fitted or top-dose-only effect, or another doubt; inactive = no such curve, though single readings can be large; an effect the other way counts as inactive or inconclusive. Random draw from the library; any-hit rate near 4.3%.

| no. | smiles | ATXN2 expr inh | TGFb SMAD3 inh | HepG2 viability | ATXN viability | EPAC2 ag | IL2 activator | A549 viability | Nrf2 block | Nrf2 ARE act |
| --- | --- | --- | --- | --- | --- | --- | --- | --- | --- | --- |
| 1 | O=C(CCC(=O)NC1CCCCC1)N/N=C/c1ccncc1 | . | -8% | -2% | i | 1% | -0.5 | -10% | 12% | -0.4% |
| 2 | CCN(CC)c1ccc(/C=N/N2CCN(c3ccccc3OC)CC2)cc1 | -33% | 7% | -29% | i | 9% | -0.3 | 9% | -5% | -0.1% |
| 3 | Cc1cc(C)n(-c2nc3ccccc3c(=O)n2OCC#N)n1 | ? | ? | -24% | ? | 4% | -0.9 | -15% | 0% | ? |
| 4 | C=CCNC(=O)/C(C#N)=C/c1cc(Br)ccc1OC | -27% | -25% | -37% | ? | 11% | -0.6 | -3% | -14% | ? |
| 5 | COc1ccc(CNC(=O)c2cc3cccc(OC)c3oc2=O)cc1 | 1% | -4% | 7% | i | . | . | -7% | 2% | 0.3% |
| 6 | COc1ccc2c(c1)C=C([C@@H]1C[C@H]3CN(c4ccccc4)C(=O)[C@]34CCCN14)CO2 | -12% | -25% | -10% | i | 17% | -5.1 | 1% | 2% | 0.7% |
| 7 | CCOc1ccc(S(=O)(=O)N2CCC(C(=O)NCC3CCCO3)CC2)cc1 (stereo not given) | 5% | -12% | -31% | i | 12% | -1.3 | 0% | 7% | 2.5% |
| 8 | COc1ccc(-c2nc3ccccc3c(=O)n2O)cc1 | 4% | -12% | 2% | i | 6% | -3.7 | -2% | 2% | 3.6% |
| 9 | CCNc1nc(ON=C(C)C)nc(N(C)C)n1 | 1% | ? | 2% | ? | 1% | -3.7 | -1% | -1% | 0.3% |
| 10 | CC1CCN(S(=O)(=O)c2ccc([N+](=O)[O-])cc2)CC1 | -9% | 7% | 4% | i | -1% | -3.1 | 1% | -13% | -1.4% |
| 11 | C=CCOc1ccc(C[C@H](N)C(=O)NC[C@H]2O[C@@H](n3cc(C)c(=O)[nH]c3=O)C[C@@H]2O)cc1 | 1% | 10% | 0% | i | 0% | 1.3 | . | . | 0.0% |
| 12 | O=C(NNC(=O)c1ccc(Cl)nc1)c1ccncc1 | 3% | 0% | -7% | i | 2% | 0.1 | 1% | -4% | 1.0% |
| 13 | COc1cccc(N2C(=O)C3CCCN3C2=S)c1 (stereo not given) | ? | -11% | -4% | . | 1% | 0.0 | 13% | ? | 10% |
| 14 | CCOC(=O)CC(NC(=O)c1ccco1)c1ccccc1Cl (stereo not given) | -4% | 4% | -45% | i | -5% | -3.2 | -8% | -21% | -0.2% |
| 15 | CN(C(=O)CCc1nc(-c2ccccc2F)no1)c1ccccc1 | 11% | -1% | -1% | i | 9% | 0.3 | 0% | 0% | 0.8% |
| 16 | CC(=O)N1CCc2cc(S(=O)(=O)CCC(=O)Nc3cccc(F)c3)ccc21 | -8% | 1% | -2% | i | 0% | -1.1 | 7% | 4% | 0.3% |

The closing 6 compounds of the section before come first, to join the parts:
| no. | smiles | ATXN2 expr inh | TGFb SMAD3 inh | HepG2 viability | ATXN viability | EPAC2 ag | IL2 activator | A549 viability | Nrf2 block | Nrf2 ARE act |
| --- | --- | --- | --- | --- | --- | --- | --- | --- | --- | --- |
| 11 | C=CCOc1ccc(C[C@H](N)C(=O)NC[C@H]2O[C@@H](n3cc(C)c(=O)[nH]c3=O)C[C@@H]2O)cc1 | 1% | 10% | 0% | i | 0% | 1.3 | . | . | 0.0% |
| 12 | O=C(NNC(=O)c1ccc(Cl)nc1)c1ccncc1 | 3% | 0% | -7% | i | 2% | 0.1 | 1% | -4% | 1.0% |
| 13 | COc1cccc(N2C(=O)C3CCCN3C2=S)c1 (stereo not given) | ? | -11% | -4% | . | 1% | 0.0 | 13% | ? | 10% |
| 14 | CCOC(=O)CC(NC(=O)c1ccco1)c1ccccc1Cl (stereo not given) | -4% | 4% | -45% | i | -5% | -3.2 | -8% | -21% | -0.2% |
| 15 | CN(C(=O)CCc1nc(-c2ccccc2F)no1)c1ccccc1 | 11% | -1% | -1% | i | 9% | 0.3 | 0% | 0% | 0.8% |
| 16 | CC(=O)N1CCc2cc(S(=O)(=O)CCC(=O)Nc3cccc(F)c3)ccc21 | -8% | 1% | -2% | i | 0% | -1.1 | 7% | 4% | 0.3% |
| 17 | CCCn1c(SCC(=O)c2ccc3c(c2)OCCO3)nnc1C(C)C | -10% | ? | 10µM* | i | 3% | 0.3 | -4% | -16% | 10.0% |
| 18 | CC(Nc1nc(-c2ccc(Cl)cc2)cs1)c1nc2cc(Cl)c(N3CCCCC3)cc2n1CCOCCO (stereo not given) | ? | 20µM* | -30% | ? | 8% | 0.2 | -2% | ? | -4.9% |
| 19 | CCCCNC(=S)N1CCC(Cc2ccccc2)CC1 | -25% | -7% | -28% | i | -5% | 0.6 | ? | ? | -0.5% |
| 20 | Cc1ccc(C2CC2C(=O)NNC(=S)Nc2ccc(Cl)cc2)cc1 (stereo not given) | . | -18% | -28% | . | -5% | -0.5 | 9% | 4% | 0.6% |
| 21 | O=S(=O)(c1ccc(Cl)s1)N1CCN(CCc2ccccc2)CC1 | -14% | -12% | -11% | i | 18% | 0.7 | 0% | ? | 0.7% |
| 22 | O=C(NNC(=O)c1ccccc1O)c1ccc(-c2ccc([N+](=O)[O-])cc2)o1 | ? | ? | -32% | i | 9% | -0.8 | 1% | 7% | 0.1% |
| 23 | O=C(CC1Oc2ccccc2NC1=O)NCCCN1CCN(C2CCCCC2)CC1 (stereo not given) | 3% | 6% | 10% | i | 0% | -3.7 | -3% | 12% | 0.1% |
| 24 | NC12CC3CC(C1)CC(CC(=O)O)(C3)C2 | -21%[11.3 µM] | 36% | 28% | i | 12% | -0.4 | 0% | 1% | 0.0% |
| 25 | Cc1ccc(NC(=O)/C(=C\c2ccco2)NC(=O)c2ccco2)cc1 | -3% | 3% | 0% | i | 11% | -0.7 | 2% | -13% | 4.6% |
| 26 | O=C(O)COc1ccc(NC(=O)c2cccs2)cc1 | -14% | 8% | -3% | i | -9% | 0.0 | -1% | -17% | 0.2% |
| 27 | CCOC(=O)C1CCCN(C(=O)c2ccc(OC)cc2)CC1 (stereo not given) | 9% | -2% | 7% | i | 3% | 0.6 | . | . | -1.0%[9.22 µM] |
| 28 | O=C(CCSc1nnnn1-c1ccccc1)N1CCOCC1 | 19% | -24% | -4% | i | -5% | -2.8 | 4% | ? | -0.6% |
| 29 | O=[n+]1cc(-c2cc3ccccc3o2)n([O-])c2c1CCCC2 | 29% | 18% | -12% | i | -5% | 0.8 | -11% | -5% | 3.0% |
| 30 | Cc1cccc(C)c1NC(=O)CSc1ccc([N+](=O)[O-])cn1 | 0% | -7% | 2% | i | -8% | -3.4 | -3% | 0% | -0.9% |
| 31 | COc1ccccc1NC(=O)CCC(=O)N(Cc1ccc(OC)c(OC)c1)c1nccs1 | 7% | 15% | 7% | i | 6% | -0.7 | -9% | -4% | -0.9% |
| 32 | COc1cc(C2=NOC(C(=O)NCc3cccnc3)C2)cc(OC)c1OC (stereo not given) | 0% | 48%[activator] | -5% | i | 12% | -0.1 | 2% | -29% | 2.2% |
| 33 | NC(=O)C1CCN(C(=O)CNC(=O)c2ccc(F)cc2)CC1 | 2% | -18% | -4% | i | 2% | 0.0 | 7% | -5% | 0.1% |
| 34 | O=C(NCc1ccccc1Cl)c1ccc(NC2=NC3CS(=O)(=O)CC3S2)cc1 (stereo not given) | -7% | -3% | -12% | i | -3% | -1.2 | 12% | 10% | 0.1% |
| 35 | Cc1ccc(C(=O)Nc2ccc3ccccc3n2)cc1 | 47%[activator] | -9% | -33% | i | 16% | 1.1 | 4% | ? | 2.8% |
| 36 | COc1cc(C=NO)nc(-c2ccccn2)c1 | ? | ? | -27% | ? | 4% | 0.2 | -23% | 1.2µM* | -0.1% |
| 37 | O=C(N/N=C/C=C/c1ccccc1)NC1CCCCC1 | -21% | ? | -36% | i | 19% | -0.4 | 5% | -15% | 5.1% |
| 38 | CCn1c(SCC(=O)NC2CC2)nnc1-c1cccs1 | 10% | 4% | 14% | i | -2% | 0.2 | -3% | 5% | -0.5% |
| 39 | COc1ccccc1NC(=O)CCCC(=O)OCC(F)(F)C(F)F | 3% | 3% | -33% | i | 11% | 6.1 | -11% | 2% | 0.1% |
| 40 | Cn1c(N)c(C(=O)COC(=O)Cc2ccccc2F)c(=O)n(C)c1=O | -9% | -6% | -10% | i | 7% | -0.1 | 2% | 1% | -0.5% |
| 41 | COc1cc2c(cc1NC(=O)COc1ccccc1OC)oc1ccccc12 | ? | 24% | -2% | i | -1% | -1.8 | 7% | . | 0.3% |
| 42 | CCOC(=O)CSc1nc(-c2ccccc2)nc2c1oc1ccccc12 | -17% | -14% | -12% | i | 12% | -0.3 | 3% | -25% | 7.2% |
| 43 | COc1ccc(C=C2SC(=O)NC2=O)cc1OC | 36% | 11% | -8% | i | 3% | 0.6 | -19% | ? | ? |
| 44 | Cc1cccc(Cn2c(SCc3ccc(C(=O)N4CCCCCC4)cc3)nc3ccncc32)c1 | . | 13µM* | -38% | . | . | . | 0% | 23µM* | -1.1% |
| 45 | Cc1ccc(C(=O)NC2=NCCS2)cc1Cl | 93%[activator] | 2% | -3% | i | 2% | 0.2 | 0% | ? | 7.9% |
| 46 | CN(CC1CCOCC1)C(=O)CC1C(=O)NCCN1Cc1cccc(C(F)(F)F)c1 (stereo not given) | 6% | 10% | -1% | i | -1% | 1.5 | 2% | 11% | -0.1% |
| 47 | COc1cccc(/C=N/NC(=O)C(=O)N/N=C/c2cccc(OC)c2OC)c1OC | -11% | 0% | 3% | i | 19% | -2.0 | 4% | -8% | -1.3% |
| 48 | COc1ccccc1C(=O)Nc1ccc(N2CCCCC2)cc1 | 145%[activator] | 0% | -18% | i | 9% | -1.2 | 1% | ? | 21% |
